NPYLR7 agonist: activates Aedes aegypti NPYLR7 receptor | activation, % at 10 µM | HEK293T NPYLR7/Galpha15, GCaMP6s calcium fluorescence | actives 0.15% (n = 270,000); in the data active means activation above about 40%;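 further: 0% = vehicle and 100% = reference agonist at the receptor; some compounds past the cut are filed as inactive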
mcGAS lum: blocks mouse cGAS activity; recombinant cGAS, Kinase-Glo ATP depletion luminescence; actives 0.15% (n = 160,000); inhibition, % at 12.5 µM; AID 1259399; Q8C6L5;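 further: 0% = negative control wells and 100% = reference inhibitor with no enzyme activity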
hcGAS inh: human cGAS inhibition | Q8N884 | recombinant h-cGAS, ATP depletion, Kinase-Glo luminescence | inhibition, % at 12.5 µM | actives 0.081% (n = 290,000) | AID 1259398;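 further: 0% = vehicle reaction and 100% = reaction without DNA for no activity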
Target sequence (Q8N884 whole entry, looked up): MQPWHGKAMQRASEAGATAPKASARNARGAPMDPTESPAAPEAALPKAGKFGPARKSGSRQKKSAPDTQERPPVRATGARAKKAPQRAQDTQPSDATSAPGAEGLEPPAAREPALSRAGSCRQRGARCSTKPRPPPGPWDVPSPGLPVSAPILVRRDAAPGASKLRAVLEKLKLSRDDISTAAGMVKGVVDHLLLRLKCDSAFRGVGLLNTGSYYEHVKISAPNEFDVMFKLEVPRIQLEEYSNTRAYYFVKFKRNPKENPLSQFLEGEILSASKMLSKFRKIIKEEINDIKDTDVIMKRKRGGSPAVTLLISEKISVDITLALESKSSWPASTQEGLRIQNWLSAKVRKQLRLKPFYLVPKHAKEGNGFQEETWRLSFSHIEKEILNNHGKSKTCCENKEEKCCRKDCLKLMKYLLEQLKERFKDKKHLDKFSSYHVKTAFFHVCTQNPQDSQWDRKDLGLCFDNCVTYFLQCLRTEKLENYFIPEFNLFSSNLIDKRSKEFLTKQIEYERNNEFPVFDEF
Numbers without * were called inactive; · = not tested or not shown; & = joins results of further samples. Unless noted, no stated cut-off is given here; in the data, active means inhibition above about 40%; inactive means the rest.

SMILES | NPYLR7 agonist | mcGAS lum | hcGAS inh
COc1ccc(-n2nnnc2CNC(=O)COc2cccc3c2OC(C)(C)C3)cc1 | 2 | -7 | -5
O=C(CCc1cccs1)NC1CCCc2c1cnn2-c1ccccn1 (stereo not drawn) | 1 | · | -5
Cc1cc(=O)n(CC2CO2)c(N)n1 (stereo not drawn) | 3 | · | -11
Cc1noc2ncc(NC(=O)c3n[nH]c4ccccc4c3=O)cc12 | -7 | -15 | -8
O=C(c1ccc2c(c1)OCO2)C1CCCN(C(=O)c2ccc3cc[nH]c3c2)C1 (stereo not drawn) | -1 | -3 | -3
COc1ccc(NC(=O)CCc2csc(NC(=O)c3ccc[nH]c3=O)n2)cc1Cl | -9 | -14 | -7
O=c1oc(-c2cccs2)nn1Cc1csc(C2CCCC2)n1 | 6 | · | -8
Cc1cccc(NC(=O)CSc2ncnc3c2oc2ccccc23)c1C | 6 | -7 | -5
COCCN(Cc1cc(N)ccc1N(C)C)C(=O)C(C)(C)C | -9 | -1 | 1
CC(C)CNC(=O)c1ccc(CSc2nc(N(C)Cc3ccccc3)cc(C(F)(F)F)n2)o1 | 7 | -4 | -9
COc1ccc(C(=O)Nc2cccc(-n3nc(OC)nc3-c3ccc(Cl)c(Cl)c3)c2)cc1 | 10 | -3 | 2
CC(C)C1(C(C)C)OC(=O)c2ccccc21 | 8 | · | -4
O=C(CCc1c(-c2ccccc2)nc2ccc(-c3cccc([N+](=O)[O-])c3)cn12)N1CCOCC1 | · | -4 | -4
Cc1ccc(NC(=O)CNCc2noc(-c3ccc4c(c3)OCO4)n2)c(C)c1 | -1 | · | -1
C=C(C)c1c2c(cc3ccccc13)C[N+](C)(C)C2 | 2 | · | 2
Cc1ccc(C)c(Cn2c(C)nc3ccccc32)c1 | 3 | 1 | 4
CC(=O)Nc1ccc(CN2CCC2(C)C(=O)Nc2ccc3c(c2)OCO3)cc1 (stereo not drawn) | 3 | · | -7
COCCCN(Cc1c(-c2ccc(F)cc2)noc1N1CCN(C)CC1)C(=O)c1cccc(OC)c1 | 7 | -6 | -5
COc1cccc2ccc(N3CCC(CO)(Cc4ccccc4)CC3)nc12 | 7 | -9 | -2
CCCCc1ccc(C(=O)Nc2ccc(N(C)C)c(C(=O)NCCc3ccccc3)c2)cc1 | -4 | -6 | -16
O=C(Nc1ccccc1C(=O)N1CCCC1)c1ccc([N+](=O)[O-])cc1 | 6 | -5 | -2
Cc1cc(CC(C)NC(=O)c2ccc3nc(C)[nH]c3c2)n[nH]1 (stereo not drawn) | 5 | -13 | -3
CCOC(=O)c1c(SCC(=O)NC2CCCCC2)nc(=O)[nH]c1C | 5 | -9 | -11
CC(C)C(=O)NCCCn1nc(-c2ccncc2)ccc1=O | 9 | · | -11
O=C(O)CO[C@@H]1COCC[C@H]1NC(=O)c1cn[nH]c1C1CCCCC1 | · | -5 | -8
CN(Cc1ccccc1)c1cc(-c2ccccc2)nc(SCc2ccc(C(=O)NCCN3CCOCC3)cc2)n1 | 18 | -5 | -5
NC(=O)c1ccsc1NC(=O)Cn1cc(C(F)(F)F)cc(Cl)c1=O | 1 | · | -11
C=CCNc1nnc(Cc2ccc(OC)cc2)c(=O)[nH]1 | 8 | · | -7
CCCNC(=O)C(C)NC(=O)N1CCC(C(=O)c2ccc(C)cc2)CC1 (stereo not drawn) | -2 | 4 | 2
O=C(C1CCC1)N1CCCC(OCc2ccccc2F)C1 (stereo not drawn) | -7 | -4 | -6
COc1ccc(C2Oc3ccccc3C3CC(c4ccc(Cl)cc4)=NN32)cc1 (stereo not drawn) | -4 | · | -3
CC(=O)N1CCCc2cc(S(=O)(=O)NCc3ccccc3OC(F)(F)F)ccc21 | 1 | -18 | -3
FC(F)(F)c1cccc(Nc2nc(-c3ccco3)nc3cc(Cl)ccc23)c1 | -3 | -1 | 1
O=S(=O)(c1cnc[nH]1)N1CCN(CC2CC2)c2ccccc21 | 6&2 | -15 | -1&-8
Cc1nccn1-c1cc(NCCNC(=O)Nc2ccc3c(c2)OCCO3)ncn1 | 4 | · | 8
COC(=O)c1ccc(C(=O)NC2CC3CCC(C2)N3Cc2ccoc2)cc1 (stereo not drawn) | 1 | -6 | -6
C=C(C)Cn1c(=O)c2c(nc3n2CCCN3CCc2ccccc2)n(C)c1=O | -1 | · | -9
CCn1ccnc1CN1CCC(C2(c3ccccn3)NC(=O)NC2=O)CC1 (stereo not drawn) | 11 | · | -8
CCCCCn1cc(C2CCN(S(=O)(=O)c3cccc(Cl)c3)CC2)c2ccccc21 | 2 | -4 | -3
O=C1c2c(O)cc(O)cc2O[C@H](c2ccc(O)c(O)c2)[C@@H]1O | -13 | · | -4
COCCCN(Cc1ccc(OS(C)(=O)=O)cc1)C(=O)Nc1cc(OC)cc(OC)c1 | 15 | -5 | -3
O=C(CN1C(=O)CNC1=O)N1CCOC(Cc2ccc(F)cc2)C1 (stereo not drawn) | 5 | -14 | -7
O=C(NC(c1ccc(Cl)cc1)c1ccsc1)C1CCN(Cc2cccc(Cl)c2)CC1 (stereo not drawn) | 5 | -5 | -3
CC1CCC(NC(=O)c2ccc(Cl)c(N3CCCC3=O)c2)CC1 (stereo not drawn) | 4 | · | -17
O=C(CNC(=O)Cc1ccccc1)N=Nc1c(O)n(Cc2ccc3c(c2)OCO3)c2ccccc12 | 9 | 1 | 2

Already shown: an excerpt of the list.
SMILES | NPYLR7 agonist | mcGAS lum | hcGAS inh
CCOC(=O)c1c(SCC(=O)NC2CCCCC2)nc(=O)[nH]c1C | 5 | -9 | -11
CC(C)C(=O)NCCCn1nc(-c2ccncc2)ccc1=O | 9 | · | -11
O=C(O)CO[C@@H]1COCC[C@H]1NC(=O)c1cn[nH]c1C1CCCCC1 | · | -5 | -8
CN(Cc1ccccc1)c1cc(-c2ccccc2)nc(SCc2ccc(C(=O)NCCN3CCOCC3)cc2)n1 | 18 | -5 | -5
NC(=O)c1ccsc1NC(=O)Cn1cc(C(F)(F)F)cc(Cl)c1=O | 1 | · | -11

Random excerpt: 2 compounds from above, in no set order.
SMILES | NPYLR7 agonist | mcGAS lum | hcGAS inh
O=S(=O)(c1cnc[nH]1)N1CCN(CC2CC2)c2ccccc21 | 6&2 | -15 | -1&-8
CCCCCn1cc(C2CCN(S(=O)(=O)c3cccc(Cl)c3)CC2)c2ccccc21 | 2 | -4 | -3

(cont.)
SMILES | NPYLR7 agonist | mcGAS lum | hcGAS inh
C=c1onc(-c2ccccc2)c1=c1[nH]/c(=C\C(C)=C\c2ccccc2)c(=O)o1 | -1 | -6 | -4
Cn1cc(CC(=O)NCCOc2cccc3cccnc23)c2ccccc21 | 0 | · | -7
CCOC(=O)c1ccc(OC2CC3CCC(C2)N3C(=O)c2ccc(CSc3nnc(SC)s3)cc2)cc1 (stereo not drawn) | 17 | -7 | -7
CCc1cn[nH]c1C1CCN(C2CCN(Cc3ccccc3)CC2)CC1 | 11 | · | -7
COc1cc2c(cc1OC)C(c1ccccc1Cl)N(C(=O)Nc1ccc3c(c1)OCO3)CC2 (stereo not drawn) | -1 | -7 | -9
CCOC(=O)C1(C/C=C/c2ccccc2)CCCN(Cc2cn(CC)nc2C)C1 (stereo not drawn) | 0 | · | -6
CCCc1nc(N2CCN(C(=O)Nc3ccc(OC)cc3)CC2)c2c(-c3ccccc3)noc2n1 | 0 | 0 | 2
O=C(NCC1CCOCC1)c1cccc(OC2CCN(C(=O)C3CC3)CC2)c1 | 10 | · | -1
CCOC(=O)C1=C(C)N=c2s/c(=C/c3ccc(OC(C)=O)c(OC)c3)c(=O)n2C1c1ccc(OC(C)=O)cc1 (stereo not drawn) | -4 | -5 | -3
Oc1c2cccnc2cn1Cc1csc(Cc2ccccc2)n1 | 0 | -11 | -3
CC(C)NC(=O)NC1CCN(c2ccccc2C(=O)NCc2cccc(F)c2)CC1 | -3 | -6 | -8
Cc1cccc(OCC(=O)N2CCN(S(=O)(=O)c3ccc(F)c(F)c3F)CC2)c1C | 5 | -5 | -3
CC1(C)C(=O)N(c2ccccc2)C(=O)c2ccccc21 | 2 | · | -6
COc1cccc(NC(=Nc2nc(C)cc(C)n2)NC(C)=O)c1 | -4 | · | -3
Fc1ccc(C2c3[nH]c4ccccc4c3CCN2Cc2ccco2)cc1 (stereo not drawn) | -3 | -2 | 0

Next part, starting with the last 3 of the part before.
SMILES | NPYLR7 agonist | mcGAS lum | hcGAS inh
CC1(C)C(=O)N(c2ccccc2)C(=O)c2ccccc21 | 2 | · | -6
COc1cccc(NC(=Nc2nc(C)cc(C)n2)NC(C)=O)c1 | -4 | · | -3
Fc1ccc(C2c3[nH]c4ccccc4c3CCN2Cc2ccco2)cc1 (stereo not drawn) | -3 | -2 | 0
CC(Sc1nnc(COc2ccc(F)cc2)o1)C(=O)Nc1ccc(Cl)cc1 (stereo not drawn) | 25 | · | -2
COc1ccc(/C=C/CN2CCCC(C(=O)c3cc(F)ccc3F)C2)cc1 (stereo not drawn) | 6 | -9 | -9
Cc1ccc(C23CC4CC(CC(C(=O)NN5CCN(CCO)CC5)(C4)C2)C3)cc1 | -7 | · | -4
COc1cc(CN2CCC(CO)(CCCc3ccccc3)CC2)cc(OC)c1O | -6 | -3 | -1
COCCOC(=O)C1=C(C)NC2=C(C(=O)CCC2)C1c1cccc(OC)c1OC (stereo not drawn) | -6 | -5 | -4
COc1ccc(F)c(CN2CCC(CCC(=O)N3CCN(c4ccccc4)CC3)CC2)c1 | 6 | · | -9
CC(C)NC(=O)c1ccnc(-c2ccc3c(c2)OCCO3)c1 | 31 | -18 | -8
Cc1ccsc1CN(C)CCCC1CCCO1 (stereo not drawn) | · | -4 | -7
Cc1cc(C)cc(C(=O)Nc2c(C)nc3ccccn3c2=O)c1 | 4 | · | -16
NC(=O)C1CCN(C(=O)CCc2ccsc2)CC1 | -4 | · | -3
NC(=O)c1cccc2c1CCCN2Cc1ccc(Cl)cc1Cl | 5 | -6 | -10
N#Cc1ccsc1NC(=O)CSc1nnc(-c2cccs2)n1C1CC1 | 0 | -5 | -8
Cc1cc(Sc2nnc(C(F)(F)F)n2C)nc(C)n1 | 4 | · | -5
Cc1ccc(CC2CC(=O)N(C3CCCCC3)C2=O)cc1 (stereo not drawn) | -16 | · | -4
CCCCN(Cc1cccn1Cc1ccc(Br)cc1)C(=O)CN(CCCOC)C(=O)c1ccco1 | -3 | 3 | 1
O=S(=O)(c1ccc(F)c(F)c1)N1CCN(c2c(-c3ccccc3)cnc3ncnn23)CC1 | -6 | -4 | -2
CCC(Cc1ccc(C)cc1)N(C)C(=O)COC (stereo not drawn) | -1 | · | -22
CC(C)(C)CNC(=O)c1cn(-c2ccc(C(F)(F)F)cn2)nn1 | 11 | · | -11
Cc1ccc(C(=O)NCC2CCN(C)C2)cc1-n1cccc1 (stereo not drawn) | 6 | · | -4
CCS(=O)CCc1nc(C2CC2)nn1-c1nccc2ccccc12 (stereo not drawn) | 0 | · | 4
Cc1cc(=O)[nH]c(CNC(=O)C2(N(C)Cc3ccccc3)Cc3ccccc3C2)n1 | -3 | -10 | 1
COc1cc(=O)[nH]c(SC(C)C(=O)N(c2ccccc2)c2ccccc2)n1 (stereo not drawn) | -2 | · | -2
CCn1cc(NC(=O)Nc2ccc(N(C)C)cc2)c2ccccc21 | 11 | · | -8
Cc1cc(NC(=O)COc2c(C)cccc2C)nc(C(C)C)n1 | 5 | -5 | -7
N#Cc1cc(F)ccc1NC(=O)N(Cc1cccnc1)C1CC1 | -1 | · | 3
COc1cccc(C(=O)N2CCN(c3nc(-c4ccc(C)cc4)nc(C)c3C(C)C)CC2)c1 | 11 | -4 | -8
CN(CCCNCC1CC2C=CC1C2)c1ccccc1 (stereo not drawn) | 9 | -6 | -6
O=C(c1cccc(F)c1)N(Cc1nccn1Cc1ccccc1C(F)(F)F)C1CC1 | 16 | -4 | -6
O=C(CSc1ccc(C(F)(F)F)cn1)N1CCC(O)(Cc2ccccc2)CC1 | -7 | -6 | -5
CN1CCN(c2cc(-c3csc4ccccc34)nc(N)n2)CC1 | 5 | · | -6
CCCc1nnc(NC(=O)c2ccc(F)cc2Cl)s1 | -3 | 1 | 12
O=C(C1CCS(=O)(=O)CC1)N1CC(c2ccncc2)C1 | 5 | -11 | -4
CCN(CC)C(=O)[C@@H]1C[C@@H](N)CN1C(=O)c1cccc2c1NCCC2 | 2 | -10 | 0
Cn1c(-c2cccc(F)c2)cc2cnc(Nc3cccc(S(C)(=O)=O)c3)cc21 | 8 | -8 | -4
Cc1ccc(C2(CCN)CCOC(C)(C)C2)cc1 (stereo not drawn) | -2 | · | -1
Cc1ccc(F)c(N2C(=O)CSC2c2ccc(NC(=O)c3cccs3)cc2)c1 (stereo not drawn) | · | -10 | -5
Fc1ccc(N2CCN(c3nc(-c4ccc(Cl)cc4)nc4ccccc34)CC2)c(F)c1 | 1 | -3 | -1
O=c1c2ccccc2nnn1CN1CCC(c2nc3ccccc3o2)CC1 | 1 | -4 | -5
O=C(c1cccs1)N1CCN(c2ccc(F)cc2)CC1 | -3 | -5 | 3
COc1cc(OC)cc(C(=O)N2CCCC(OCc3ccc(F)c(F)c3)C2)c1 (stereo not drawn) | -3 | · | 13
CCC(COC)NC(=O)N1CCn2c(nnc2-c2ccccc2)C1 (stereo not drawn) | 6 | · | -6
Cn1c(NC(=O)c2ccccc2[N+](=O)[O-])cc(=O)n(C)c1=O | 24 | -10 | -15
Cc1cccc(C)c1Oc1ncccc1CNC(=O)C1CCCN1C(N)=O (stereo not drawn) | 20 | · | -8
O=C(NC1CC2CCC(C1)N2Cc1ccc2c(c1)OCO2)c1cccc2ccccc12 (stereo not drawn) | 1 | -1 | 3
O=C(O)c1ccccc1-c1nccn1CCc1cccc(F)c1 | -7 | · | -4

From PubChem BioAssay
